Rad51 HR inh: blocks human Rad51 in homologous recombination. inhibition, % at 10 µM. hRad51 DNA strand exchange, fluorescence dequenching. 200,000 tested, 0.085% active;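 active = inhibition above 40% at the single screening dose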;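 also: 0% = DMSO control wells and 100% = blanks with heterologous ssDNA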
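Assay system: Human Rad51 nucleoprotein filaments preassembled on unlabelled ssDNA | Reagent: Donor/quencher-labelled 47-bp dsDNA substrate | Doses: One concentration, 10 µM final | Times: 37 °C 15-min filament assembly, 30-min compound preincubation, 15-min exchange | Technique: Fluorescein emission 520 nm, excitation 485 nm | Benchmarks: Plate control and blank wells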
eIF4E 4G PPI: eIF4E/eIF4G interaction inhibition in translation initiation. P63073+Q04637. TR-FRET eIF4E-eIF4GI(517-606) binding, 2 h. inhibition, % at 21.7 µM. 220,000 tested, 0.37% active;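 active = inhibition above about 30%, limit read from the data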;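 also: 0% = full FRET control wells and 100% = background wells lacking eIF4GI fragment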
KLK5 inh: kallikrein 5 (human) inhibition | Q9Y337 | inhibition, % at 5 µM | 210,000 tested, 0.59% active | recombinant hK5, fluorogenic AMC substrate cleavage;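 active = inhibition of 40% or more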;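 also: 0% = enzyme controls without compound and 100% = no-enzyme blanks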
Target sequence (Q9Y337 67-293 limits assumed): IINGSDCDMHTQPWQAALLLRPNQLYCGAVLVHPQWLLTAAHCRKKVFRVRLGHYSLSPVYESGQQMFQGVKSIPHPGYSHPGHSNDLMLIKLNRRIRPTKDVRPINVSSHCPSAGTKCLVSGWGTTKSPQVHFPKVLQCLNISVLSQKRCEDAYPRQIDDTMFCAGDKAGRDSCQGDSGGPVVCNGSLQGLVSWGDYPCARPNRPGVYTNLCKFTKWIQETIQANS
14-3-3 Bad PPI: disrupts binding of bovine 14-3-3 zeta to phospho-Bad peptide. 220,000 tested, 0.71% active. AID 781. TR-FRET 14-3-3zeta/Dy647-pBad peptide displacement, 1 h. inhibition, % at 21.7 µM;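 active = inhibition above about 70%, limit read from the data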;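 also: 0% = full 14-3-3 plus peptide FRET controls and 100% = background without 14-3-3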
p97 ATPase inh: human p97 ATPase inhibition; 220,000 tested, 0.42% active; P55072; inhibition, % at 8 µM; recombinant p97 ATPase, Kinase-Glo ATP luminescence, 3 h; in the data active = inhibition above about 15%;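 also: 0% = DMSO vehicle and 100% = wells lacking enzyme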
FXIIa inh 1536: factor XIIa (human) inhibition. inhibition, % at 5 µM. P00748. AID 800. 220,000 tested, 0.3% active. purified FXIIa, Boc-QGR-AMC fluorogenic substrate, 2 h; in the data active = inhibition above about 40%;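 also: 0% = enzyme with no compound and 100% = blank without enzyme; many of its hits are not listed in these tables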
Target sequence (P00748 20-372 limits assumed): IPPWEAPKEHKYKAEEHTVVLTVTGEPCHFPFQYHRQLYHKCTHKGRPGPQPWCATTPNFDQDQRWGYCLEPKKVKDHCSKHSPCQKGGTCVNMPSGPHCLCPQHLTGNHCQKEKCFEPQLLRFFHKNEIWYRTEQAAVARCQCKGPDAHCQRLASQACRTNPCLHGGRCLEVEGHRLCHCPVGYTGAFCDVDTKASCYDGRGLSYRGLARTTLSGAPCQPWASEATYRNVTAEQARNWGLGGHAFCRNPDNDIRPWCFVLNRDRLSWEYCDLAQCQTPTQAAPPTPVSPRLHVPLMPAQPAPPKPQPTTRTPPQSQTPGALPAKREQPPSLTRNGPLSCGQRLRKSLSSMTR
Target sequence (P00748 373-615 limits assumed): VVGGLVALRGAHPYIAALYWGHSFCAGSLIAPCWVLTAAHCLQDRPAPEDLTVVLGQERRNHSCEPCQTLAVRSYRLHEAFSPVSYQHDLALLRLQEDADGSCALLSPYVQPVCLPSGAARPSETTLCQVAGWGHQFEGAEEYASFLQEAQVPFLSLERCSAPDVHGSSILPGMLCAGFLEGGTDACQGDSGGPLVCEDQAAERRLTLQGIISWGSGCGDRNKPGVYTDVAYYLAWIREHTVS
Mdm2 ligase inh: inhibitors of human Mdm2 E3 ubiquitin ligase; 210,000 tested, 0.11% active; cell-based MDM2 ubiquitination luciferase reporter, 2 h; 0 = plate control, 100 = twice control, blank-subtracted; Q00987; signal enhancement, % at 5 µM;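 active = signal enhancement of 30% or more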;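 also: luminescence tracks abundance of the self-degrading MDM2-luciferase fusion protein; higher signal means inhibition of MDM2 E3 ligase activity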
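Test system: mammalian cells stably expressing self-ubiquitinating, self-degrading MDM2 E3–luciferase fusion; Amount: 2000 cells in each well; Medium: DMEM; Schedule: 4 h settle plus 2 h compound, 37 °C; Technique: SteadyLite luciferase luminescence after 15 min room-temperature reagent incubation; Benchmarks: plate control and blank wells.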
Wee1 degr inh: inhibitors of human Wee1 degradation. P30291. HeLa Luc-Wee1K328M stability, luciferase luminescence; 100% = proteasome inhibitor MG132 effect. reporter increase, % at 5 µM. 220,000 tested, 1.2% active. AID 1321;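 active = activation above the mean of all tested compounds plus 3 SD, set per screening run, cut at about 8.8% in these data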;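 also: cells exposed to compound for 20 h before luminescence read; 0% = DMSO alone and 100% = MG132 at 30 µM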
FXIa inh: factor XIa (human) inhibition; AID 798; 220,000 tested, 0.14% active; inhibition, % at 5 µM; purified FXIa, Boc-Glu-Ala-Arg-AMC fluorogenic substrate; P03951;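 active = inhibition of at least 40%; inactive = inhibition below 40%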;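 also: fluorescence of freed AMC excited at 355 nm; 0% = enzyme without compound and 100% = no enzyme blank; many of its hits are not listed in these tables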
* = called active by the depositor; . = no result given; [ ] = another dose, or the depositor's remark. Rows were taken by chance, and some 3.5% of all compounds hit somewhere here.

SMILES	Rad51 HR inh	eIF4E 4G PPI	KLK5 inh	14-3-3 Bad PPI	p97 ATPase inh	FXIIa inh 1536	Mdm2 ligase inh	Wee1 degr inh	FXIa inh
CCC1(c2ccccc2)NC(=O)N(CC#N)C1=O (stereo not drawn)	-8	2	-5	0	12	1	-5	0	-5
Cc1cc(C)c(C)c(S(=O)(=O)NCC(=O)Nc2sc3c(c2C(N)=O)CCCC3)c1C	1	-7	-5	-6	-4	6	-6	-3	4
CCc1ccc(Nc2cc(=O)n(C3CCCCC3)c(=O)[nH]2)cc1	1	0	-4	-1	0	9	-5	2	3
Cc1cc(=O)n2c(nc3ccccc32)[nH]1	-2	5	-5	-4	-3	12	-4	1	6
O=c1nc(NCc2ccccc2Cl)cn[nH]1	1	-2	11	-3	-3	9	-16	-1	-9
C/C=C/c1ccc(OCCCCOc2c(OC)cccc2OC)c(OC)c1	.	-1	-8	-20	-5	2	0	15*	-3
CCN1CCN(C(c2ccccc2)c2nnnn2Cc2ccccc2)CC1 (stereo not drawn)	-2	8[fluorescence artefact?]	-9	62	-5	8	-18	2	0
Brc1ccc2c(c1)C(C1=NCCN1)c1ccccc1CS2 (stereo not drawn)	-5	3	-11	5	5	18	-9	-1	2
CCOC(=O)c1cccc(N2C(=O)C3C(C(=O)NC4CC4)C4(C)C=CC3(O4)C2C(=O)NC(C)(C)C)c1 (stereo not drawn)	2	-2[fluorescence artefact?]	-3	4[fluorescence artefact?]	2	31	-13	4	10
COc1ccc(C(=O)Nc2nc(-c3cccs3)c(NC(C)=O)s2)cc1	4	2	-10	-9	-3	10	7	1	5
CCn1c(SCC(=O)Nc2cccc(F)c2)nc2c(c1=O)SC(C)C2 (stereo not drawn)	-1	2	-2	9	-10	20	-16	1	9
CCCn1nnnc1SCC(=O)NNC(=O)C1CCCCC1	.	4[fluorescence artefact?]	10	13[fluorescence artefact?]	0	13	-3	1	-11
O=C(CC(O)(c1ccccc1)C(F)(F)C(F)F)c1cccs1 (stereo not drawn)	-4	1	6	-2	-1	13	-5	-2	1
CCS(=O)(=O)N1CCC(C(=O)NCc2cccc(OC)c2)CC1	.	-2[fluorescence artefact?]	-1	-1	6	18	-5	3	4
CCOC(=O)c1c(C)[nH]c(C(=O)COC(=O)CSC)c1C	-5	-4[fluorescence artefact?]	-13	0[fluorescence artefact?]	1	4	-4	-1	-1
CCOC(=O)N1CCN(C(=O)C(NC(=O)c2ccc(CC)cc2)C(C)C)CC1 (stereo not drawn)	-4	1	-16	6	-1	26	-11	-3	-4
O=C(O)COc1ccc(/C=C/c2ccc3cccc([N+](=O)[O-])c3n2)cc1	2	-2	-12	6	6	7	-10	4	7
Cc1ccc(SCC(=O)Nc2ccc(N3CCOCC3)cc2)c(C)c1	5	0	-6	-15	-1	-2	-7	0	-3
Cn1cc([N+](=O)[O-])c(C(=O)N(Cc2ccccc2)Cc2ccccc2)n1	3	4	-22	-16[fluorescence artefact?]	3	6	-6	-1	0
COc1ccc(/C(O)=C2\C(=O)C(=O)N(CCN(C)C)C2c2cccc(OC)c2OC)cc1 (stereo not drawn)	.	-6	-8	-3	2	7	-5	2	6

Look-ups from above.
CCS(=O)(=O)N1CCC(C(=O)NCc2cccc(OC)c2)CC1 in KLK5 inh has -1
CCCn1nnnc1SCC(=O)NNC(=O)C1CCCCC1 in FXIa inh has -11

The results go on.
SMILES	Rad51 HR inh	eIF4E 4G PPI	KLK5 inh	14-3-3 Bad PPI	p97 ATPase inh	FXIIa inh 1536	Mdm2 ligase inh	Wee1 degr inh	FXIa inh
COc1ccc(OC)c(NC(=O)C23CCC(C)(C(=O)C2)C3(C)C)c1 (stereo not drawn)	-15	2	-23	-4[fluorescence artefact?]	2	-6	-12	0	1
COc1ccccc1C1=NOC(C)(c2sc(-c3ccc(Cl)cc3)nc2C)C1 (stereo not drawn)	-3	2	0	0	.	5	13	.	0
CC(C)C[C@H](NC(=O)[C@@H]1O[C@H]1C(=O)O)C(=O)NCCCCN=C(N)N	-9	2	-2	4	4	11	.	-3	1
CCOC(=O)CSc1nc(N)nc(C)c1Cl	-5	0	-5	-8	3	12	5	1	-1
Cc1nc2sc(C(c3cccc(F)c3)N3CCCC(C)C3)c(O)n2n1 (stereo not drawn)	1	2	-5	10	-1	7	-13	1	1
COc1cc(Cl)c(C)cc1NC(=O)CSc1ccccc1	0	1	-10	-6[fluorescence artefact?]	-6	-5	-13	2	-9
CC(=O)N1CCN(Cc2nc3cc(Cl)ccc3c(=O)[nH]2)CC1	-6	1	-8	3	7	3	-8	-1	3
Oc1ccc(NCc2cccc(OCc3ccc(F)cc3)c2)cc1	9	0	.	-6	10	10	-7	-3	3
COc1ccc(Nc2nc(N)nc(CSc3nnc(N)s3)n2)cc1	0	-8	-3	9	-3	15	-3	1	5
Cn1nc(OC(=O)Nc2ccccc2)cc1C(F)(F)F	-1	-6	-21	-1	3	12	1	0	3
CN(C(=S)NC(=O)/C=C/c1ccc(F)cc1)C1CCCCC1	.	8[fluorescence artefact?]	-3	-2	2	14	-1	3	10
Nc1ncc(Br)cc1S(=O)(=O)NCCC(=O)N1CCN(c2ccccn2)CC1	.	0	-6	2	5	27	1	0	18
COc1cccc(/C=C2\SC(=S)N(C(C(=O)O)c3ccccc3)C2=O)c1OC (stereo not drawn)	9	-6	2	7	-5	14	-6	-4	2
CC(C)NS(=O)(=O)c1ccc(CCC(=O)Nc2cc(Cl)ccc2Oc2ccccc2)cc1	10	-11	-11	1	-1	15	-2	2	8
Cc1cccc(N=C2NC(=O)c3cc([N+](=O)[O-])ccc32)c1	8	2	1	-16	3	7	-5	0	-3
Cc1cc(C(C#N)c2ccccc2F)n2ncnc2n1 (stereo not drawn)	4	11	1	0	5	10	4	2	-3
O=C(NC(=S)N(CCO)Cc1ccccc1)c1cc(Br)ccc1Cl	6	-4	3	-20	6	11	-17	11*	-3
O=C(Nc1cccc([N+](=O)[O-])c1)C1CC(=O)N(Cc2ccccc2)C1 (stereo not drawn)	.	4	.	-1	2	2	-2	0	-3
Cc1ccnn1CCSCC(=O)O	-2	-2	-12	-3	0	17	-43	2	6
CS(=O)(=O)Nc1ccc(C(=O)N2CCCC2)cc1	2	0	-8	-8	4	19	-13	-1	3
CC(C)c1cc(CN2CCN(CCC#N)CC2)cc(C(C)C)c1O	2	-2[fluorescence artefact?]	-1	-5[fluorescence artefact?]	2	-3	-9	0	-5
CCCCCc1ccc(-c2ccc(OCC)cc2)nc1	2	2	3	-10	4	13	-1	-1	0
CCOC(=O)c1c(C)noc1CP(=O)(c1ccccc1)c1ccccc1	-3	-1[fluorescence artefact?]	5	7[fluorescence artefact?]	-5	6	-18	-2	0
Cc1c(C(=O)N2CCOCC2)sc2nc(-c3ccccc3)cn12	.	-3	-4	7	9	12	-9	1	-3
CCCCCCN(C(=O)CCCCCN1C(=O)NC(c2ccc(-c3ccccc3)cc2)C(C(=O)OCc2ccccc2)=C1C)C(C(=O)NCCCC)c1ccccc1 (stereo not drawn)	-3	3	-1	-3	.	4	-1	.	-2
CN(CC(=O)N1CCCCCC1)S(=O)(=O)c1ccc(F)cc1	20	-2	-2	-4	4	8	-9	-3	3
COC(=O)c1cccc(CSc2nnc(C)s2)c1	3	0	1	-1	2	9	10	2	-1
C=CCn1c(C)cc(C(=O)CSc2nnc(NCc3ccccc3)s2)c1C	.	-4	-6	-7	3	9	-3	1	2
CCOC(=O)C1CCN(C(=O)COC(=O)c2ccc(Br)o2)CC1	-5	4	-8	-13	5	3	.	5	-5
COc1cccc(C(C)NC(=O)Nc2cccc(C(F)(F)F)c2)c1 (stereo not drawn)	-10	7	18	-7	-10	7	-9	4	-6

Some of these compounds in order of length of the SMILES, descending.
SMILES	Rad51 HR inh	eIF4E 4G PPI	KLK5 inh	14-3-3 Bad PPI	p97 ATPase inh	FXIIa inh 1536	Mdm2 ligase inh	Wee1 degr inh	FXIa inh
O=C(Nc1cccc([N+](=O)[O-])c1)C1CC(=O)N(Cc2ccccc2)C1 (stereo not drawn)	.	4	.	-1	2	2	-2	0	-3
COc1ccc(OC)c(NC(=O)C23CCC(C)(C(=O)C2)C3(C)C)c1 (stereo not drawn)	-15	2	-23	-4[fluorescence artefact?]	2	-6	-12	0	1
CCOC(=O)C1CCN(C(=O)COC(=O)c2ccc(Br)o2)CC1	-5	4	-8	-13	5	3	.	5	-5
Cc1c(C(=O)N2CCOCC2)sc2nc(-c3ccccc3)cn12	.	-3	-4	7	9	12	-9	1	-3
CCOC(=O)CSc1nc(N)nc(C)c1Cl	-5	0	-5	-8	3	12	5	1	-1

(continued)
SMILES	Rad51 HR inh	eIF4E 4G PPI	KLK5 inh	14-3-3 Bad PPI	p97 ATPase inh	FXIIa inh 1536	Mdm2 ligase inh	Wee1 degr inh	FXIa inh
Cc1ccc2[nH]c3c(=O)n(CCC4=CCCCC4)cnc3c2c1	-7	-7	2	17[fluorescence artefact?]	5	14	-7	-1	5
COc1ccc(CN(C2CCCCC2C)S(=O)(=O)c2ccc(S(=O)(=O)N(C)C)cc2)cc1OC (stereo not drawn)	3	3[fluorescence artefact?]	-7	-6	-2	4	-4	1	5
C=CCNC(=O)c1ccc(Cn2c(=S)[nH]c3cc4c(cc3c2=O)OCO4)cc1	2	0	-3	-8[fluorescence artefact?]	-2	13	-3	0	6
COc1ccc(C(=O)Nc2c3c(nn2-c2cccc(Cl)c2)CS(=O)C3)cc1 (stereo not drawn)	-9	3	-2	-5	6	5	-4	1	-4

Assay outcomes: PubChem BioAssay, several laboratories
